# Assay outcomes deposited in PubChem BioAssay by The Scripps Research Institute Molecular Screening Center.
# PAD4 FP inh – blocks human protein arginine deiminase 4; Q9UM07; recombinant PAD4, RCA probe fluorescence polarization; inhibition, % at 6.36 µM; actives 0.41% (n = 330,000); AID 485272;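 active = percent inhibition above a cutoff equal to the mean of all tested compounds plus 3 SD, cut at about 15% in these data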;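 also: 0% = PAD4 with RCA probe and DMSO and 100% = probe without PAD4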
# Target sequence (Q9UM07 whole entry, looked up): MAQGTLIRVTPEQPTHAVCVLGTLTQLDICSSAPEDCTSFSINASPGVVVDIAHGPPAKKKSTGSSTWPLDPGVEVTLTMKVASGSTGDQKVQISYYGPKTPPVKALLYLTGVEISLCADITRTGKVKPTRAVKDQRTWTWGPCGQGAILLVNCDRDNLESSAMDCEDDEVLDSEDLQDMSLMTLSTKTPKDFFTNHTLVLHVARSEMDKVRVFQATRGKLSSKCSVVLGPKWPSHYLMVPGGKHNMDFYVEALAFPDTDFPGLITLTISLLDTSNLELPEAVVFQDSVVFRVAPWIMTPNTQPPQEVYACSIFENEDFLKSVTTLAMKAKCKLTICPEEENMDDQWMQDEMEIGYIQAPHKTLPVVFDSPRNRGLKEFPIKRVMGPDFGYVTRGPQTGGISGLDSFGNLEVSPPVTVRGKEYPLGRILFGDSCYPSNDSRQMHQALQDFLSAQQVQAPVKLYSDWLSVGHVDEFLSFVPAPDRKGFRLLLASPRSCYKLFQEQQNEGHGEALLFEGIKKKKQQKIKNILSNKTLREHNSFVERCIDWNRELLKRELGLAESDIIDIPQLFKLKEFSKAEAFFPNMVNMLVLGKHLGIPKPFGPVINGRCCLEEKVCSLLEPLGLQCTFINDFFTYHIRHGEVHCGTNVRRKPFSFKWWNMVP
# PAFAH1B3 FP inh – PAFAH1B3 (human) inhibition | Q15102 | recombinant PAFAH1B3, FP-rhodamine probe, fluorescence polarization | inhibition, % at 3.39 µM | actives 0.28% (n = 340,000) | AID 492972;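 active = inhibition above the screen-wide average of all tested compounds plus 3 SD, cut at about 25% in these data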;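 also: 0% = enzyme with DMSO only and 100% = wells lacking PAFAH1B3 protein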
# LYPLA2 inh – LYPLA2 (human) inhibition in PME1 counter-screen; O95372; recombinant LYPLA2, FP-Rh probe fluorescence polarization; inhibition, % at 5.9 µM; actives 0.38% (n = 320,000); AID 2177;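 active = inhibition above the screen-wide mean plus 3 SD, limit set per campaign, cut at about 26% in these data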;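 also: 0% = LYPLA2 with DMSO and 100% = wells lacking LYPLA2 enzyme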
# LYPLA1 counter – counter-screen for PME1 inhibitors: inhibitors of human LYPLA1; O75608; recombinant LYPLA1, FP-Rh probe fluorescence polarization; inhibition, % at 5.9 µM; actives 0.16% (n = 320,000); AID 2174;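 active = inhibition above the mean of all tested compounds plus 3 SD, set per campaign, cut at about 14% in these data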;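 also: inhibitors block serine hydrolase probe labeling of LYPLA1 so polarization falls; 0% = enzyme with DMSO and 100% = wells lacking LYPLA1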
# GSTO1 counter – blocks human GSTO1 in RBBP9 counter-screen; P78417; recombinant GSTO1, activity-based probe fluorescence polarization; inhibition, % at 5.96 µM; actives 1.1% (n = 300,000);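 active = inhibition above the campaign mean inhibition plus 3 SD, cut at about 35% in these data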;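 also: 0% = GSTO1-1 with DMSO and 100% = wells lacking GSTO1-1 enzyme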
# PAFAH1B2 FP inh – blocks human PAF acetylhydrolase 1b catalytic subunit 2; recombinant PAFAH1B2, FP-rhodamine activity probe, fluorescence polarization; inhibition, % at 3.39 µM; P68402; actives 1.2% (n = 340,000);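 active = inhibition above the mean of all tested compounds plus 3 SD, cut at about 24% in these data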;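 also: 0% = enzyme with DMSO and 100% = wells lacking PAFAH1B2; many of its hits are not listed in these tables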
# PREPL inhibitor – inhibitors of human prolyl oligopeptidase-like enzyme PREPL; actives 0.68% (n = 320,000); recombinant PREPL, fluorescence polarization activity-based probe; Q4J6C6; inhibition, % at 5.96 µM; in the data active = inhibition above about 43%;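 also: 0% = enzyme with DMSO and 100% = wells lacking enzyme; many of its hits are not listed in these tables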
# PAFAH2 FP inh – inhibitors of human PAFAH2. Q99487. recombinant PAFAH2, FP-rhodamine activity probe, fluorescence polarization. inhibition, % at 3.39 µM. actives 0.99% (n = 340,000);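 active = inhibition above the mean over all tested compounds plus 3 SD, cut at about 30% in these data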;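 also: inhibitors block probe labeling of enzyme so polarization drops; 0% = enzyme with DMSO and 100% = wells lacking PAFAH2 protein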
# pPAFAH inh – pPAFAH (human) enzyme inhibition; actives 1.5% (n = 330,000); Q13093; inhibition, % at 3.39 µM; recombinant pPAFAH, FP-rhodamine probe fluorescence polarization; AID 463082;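 active = inhibition above the mean inhibition across the screen plus 3 SD, cut at about 25% in these data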;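 also: inhibitors block binding of the rhodamine activity-based probe so polarization drops; 0% = enzyme with DMSO and 100% = wells lacking pPAFAH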
# * = called active by the depositor; . = not tested or not shown.
# Short forms – A = PAD4 FP inh; B = PAFAH1B3 FP inh; C = LYPLA2 inh; D = LYPLA1 counter; E = GSTO1 counter; F = PAFAH1B2 FP inh; G = PREPL inhibitor; H = PAFAH2 FP inh; I = pPAFAH inh
1. COCCNS(=O)(=O)c1ccc(C)c(C)c1C
  A = 1	B = 4	C = 5	D = -1	E = 2	F = 8	G = -4	H = -3	I = 2
2. Cc1ccc(/C=N/NC(=O)COc2ccc(Cl)c(C)c2)o1
  A = -4	B = -7	C = -1	D = 2	E = -1	F = 4	G = 8	H = 2	I = 2
3. CNC(C)C#Cc1ccc2c(=O)c3c(OC)cccc3oc2c1 (configuration not stated)
  A = -6	B = .	C = 2	D = -4	E = 0	F = .	G = 2	H = .	I = -1
4. COc1ccc(-n2c(SCC(=O)N3CCOCC3)nnc2C(C)N2CCCCC2)cc1 (configuration not stated)
  A = -9	B = .	C = 0	D = -3	E = -8	F = .	G = -7	H = .	I = 2
5. CCOC(=O)/C=C/[C@H]1CC(c2ccccc2)(c2ccccc2)CO1
  A = 3	B = 12	C = 0	D = 0	E = .	F = 11	G = 7	H = -2	I = 0
6. Cc1nc(-c2ccc(Cl)cc2)sc1C(=O)CBr
  A = -1	B = 3	C = -4	D = 0	E = 5	F = 8	G = -15	H = 1	I = 8
7. COc1ccc(-c2csc(NC(=O)COC(=O)c3ccco3)n2)cc1
  A = -2	B = 5	C = 4	D = 0	E = 12	F = 3	G = -15	H = 12	I = 6
8. Cc1cccc(NC(=O)COC(=O)COc2ccc3c(c2)CCC3)c1
  A = -5	B = 0	C = 6	D = 0	E = .	F = 5	G = 0	H = 0	I = 11
9. Cc1cc(C)nc(NC(=O)c2c(-c3ccccc3Cl)noc2C)n1
  A = -7	B = 0	C = 2	D = -1	E = -1	F = 4	G = 15	H = 6	I = -2
10. CCN(CC(=O)Nc1ccc(NC(C)=O)cc1)C(=O)CCCc1nc2ccccc2s1
  A = -2	B = 2	C = -1	D = -3	E = .	F = -6	G = 23	H = 3	I = -4
11. Nc1c(N2CCCC2)cc(Cl)c2nonc12
  A = 7	B = 66*	C = 72*	D = 72*	E = 95*	F = 13	G = 34	H = 35*	I = 15
12. CCCCn1c(N)c(N(CCOC)C(=O)C2CC(=O)N(c3ccc(CC)cc3)C2)c(=O)[nH]c1=O (configuration not stated)
  A = -3	B = 10	C = 6	D = 1	E = .	F = 8	G = 8	H = 1	I = 4
13. CCCc1ccc(Oc2cc(Cl)nc(N)n2)cc1
  A = 2	B = 10	C = 5	D = -5	E = 5	F = 6	G = 3	H = 11	I = 26*
14. O=C(Nc1cc(S(=O)(=O)N2CCCCC2)ccc1Cl)C1COc2ccccc2O1 (configuration not stated)
  A = -3	B = -4	C = .	D = .	E = .	F = 6	G = 14	H = 12	I = 8
15. Cc1cccc(C(CC(=O)O)n2cccc2)c1 (configuration not stated)
  A = -2	B = 8	C = -2	D = -3	E = -1	F = 3	G = -1	H = 0	I = -7

# An excerpt from above in order of length of the SMILES, high to low.
# Short forms – A = PAD4 FP inh; B = PAFAH1B3 FP inh; C = LYPLA2 inh; D = LYPLA1 counter; E = GSTO1 counter; F = PAFAH1B2 FP inh; G = PREPL inhibitor; H = PAFAH2 FP inh; I = pPAFAH inh
12. CCCCn1c(N)c(N(CCOC)C(=O)C2CC(=O)N(c3ccc(CC)cc3)C2)c(=O)[nH]c1=O (configuration not stated)
  A = -3	B = 10	C = 6	D = 1	E = .	F = 8	G = 8	H = 1	I = 4
10. CCN(CC(=O)Nc1ccc(NC(C)=O)cc1)C(=O)CCCc1nc2ccccc2s1
  A = -2	B = 2	C = -1	D = -3	E = .	F = -6	G = 23	H = 3	I = -4
5. CCOC(=O)/C=C/[C@H]1CC(c2ccccc2)(c2ccccc2)CO1
  A = 3	B = 12	C = 0	D = 0	E = .	F = 11	G = 7	H = -2	I = 0
9. Cc1cc(C)nc(NC(=O)c2c(-c3ccccc3Cl)noc2C)n1
  A = -7	B = 0	C = 2	D = -1	E = -1	F = 4	G = 15	H = 6	I = -2
3. CNC(C)C#Cc1ccc2c(=O)c3c(OC)cccc3oc2c1 (configuration not stated)
  A = -6	B = .	C = 2	D = -4	E = 0	F = .	G = 2	H = .	I = -1
6. Cc1nc(-c2ccc(Cl)cc2)sc1C(=O)CBr
  A = -1	B = 3	C = -4	D = 0	E = 5	F = 8	G = -15	H = 1	I = 8
13. CCCc1ccc(Oc2cc(Cl)nc(N)n2)cc1
  A = 2	B = 10	C = 5	D = -5	E = 5	F = 6	G = 3	H = 11	I = 26*
15. Cc1cccc(C(CC(=O)O)n2cccc2)c1 (configuration not stated)
  A = -2	B = 8	C = -2	D = -3	E = -1	F = 3	G = -1	H = 0	I = -7
11. Nc1c(N2CCCC2)cc(Cl)c2nonc12
  A = 7	B = 66*	C = 72*	D = 72*	E = 95*	F = 13	G = 34	H = 35*	I = 15

# (listing goes on)
# Short forms – A = PAD4 FP inh; B = PAFAH1B3 FP inh; C = LYPLA2 inh; D = LYPLA1 counter; E = GSTO1 counter; F = PAFAH1B2 FP inh; G = PREPL inhibitor; H = PAFAH2 FP inh; I = pPAFAH inh
16. CC(=O)c1cccc(NC(=O)CSc2nnc(C(C)N(C)C)n2-c2ccc(F)cc2)c1 (configuration not stated)
  A = 0	B = 3	C = -11	D = 0	E = -3	F = 5	G = 7	H = -4	I = -3
17. COc1ccccc1C1NC(=O)c2ccccc2O1 (configuration not stated)
  A = 2	B = 7	C = -4	D = -3	E = -4	F = -5	G = -1	H = -6	I = -1
18. CCOC(=O)c1cc2ccc(OC)c(OC)c2c(=O)s1
  A = -7	B = 5	C = -1	D = 3	E = -1	F = 2	G = 3	H = -2	I = -1
19. CCOC(=O)c1cccc(NC(=O)C2CCCN2S(=O)(=O)c2cccc3cccnc23)c1 (configuration not stated)
  A = 1	B = 10	C = 6	D = 3	E = 7	F = 0	G = -10	H = 2	I = 2
20. O=C(CN1C(=O)CCOc2ccccc21)Nc1ccc(Cl)c(S(=O)(=O)N2CCOCC2)c1
  A = -2	B = 0	C = -9	D = -5	E = .	F = 4	G = -2	H = 0	I = 1
21. O=C(CSc1nnc(SCc2ccc(Cl)cc2)s1)N/N=C/c1ccccc1Cl
  A = 0	B = -3	C = -22	D = -18	E = -3	F = 8	G = -20	H = -22	I = -5
22. CC(=O)Nc1ccc(S(=O)(=O)NC2CCCCCC2)cc1
  A = 1	B = -2	C = -7	D = 2	E = 10	F = 7	G = 6	H = 0	I = 5
23. COc1ccc([C@H]2C(C(=O)O)=C[C@@H](C(C)(C)C)N2S(=O)(=O)c2ccc(C)cc2)cc1OC
  A = -1	B = 1	C = .	D = .	E = .	F = 13	G = 15	H = 7	I = 4
24. COc1ccc2[nH]cc(CCN3C(=O)CCC3=O)c2c1
  A = -5	B = 13	C = 2	D = 1	E = 0	F = 4	G = 10	H = 3	I = 2
25. CCCCCn1c(=O)[nH]c2cc(C(=O)NCCN3C(C)CCCC3C)ccc2c1=O (configuration not stated)
  A = 8	B = 5	C = -14	D = -4	E = -6	F = -2	G = -9	H = -10	I = -4
26. CCC1CCCCN1S(=O)(=O)c1ccc(-n2cnnn2)c(C)c1 (configuration not stated)
  A = -2	B = 5	C = -6	D = -1	E = 4	F = 0	G = 4	H = 12	I = 1

# An excerpt; count on the stated rates, not on these rows.
